TbREL1 inh – TbREL1 inhibition, primary screen; 89,000 tested, 0.49% active; P86926; TbREL1 RNA ligation, FRET fluorescence; inhibition, % at 9.66 µM;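 active = inhibition above the mean inhibition across all screened compounds plus 3 SD, cut at about 11% in these data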;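 also: 0% = plate median of test wells and 100% = NSC42067 control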
Target sequence (P86926 whole entry, looked up): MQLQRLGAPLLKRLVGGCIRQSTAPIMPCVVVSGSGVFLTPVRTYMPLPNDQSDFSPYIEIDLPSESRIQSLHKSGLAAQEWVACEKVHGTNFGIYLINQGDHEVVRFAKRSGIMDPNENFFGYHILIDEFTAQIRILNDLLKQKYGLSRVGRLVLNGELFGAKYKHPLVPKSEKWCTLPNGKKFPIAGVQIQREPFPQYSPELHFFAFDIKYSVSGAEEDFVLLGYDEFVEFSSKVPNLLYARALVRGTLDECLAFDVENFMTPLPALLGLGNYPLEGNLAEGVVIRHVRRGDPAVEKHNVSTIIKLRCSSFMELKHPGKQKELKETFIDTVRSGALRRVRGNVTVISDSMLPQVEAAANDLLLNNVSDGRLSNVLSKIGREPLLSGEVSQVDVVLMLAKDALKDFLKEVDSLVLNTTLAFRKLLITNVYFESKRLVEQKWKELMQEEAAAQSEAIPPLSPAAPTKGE
* hit, by the source's call. These rows are one share of the data, so the mix of outcomes need not match the whole.

A first look:
SMILES	TbREL1 inh
COc1ccc(Cn2ccc3ccc(-c4ccc5ccn(C(=O)c6ccccc6)c5c4)cc32)cc1	-2
O=C(CS(=O)(=O)Cc1ccccc1)Nc1nnc(C(F)(F)F)s1	2
COc1cc2ccccc2cc1C(=O)N1CCCC1	2
COc1ccccc1CNC(=O)CCC(=O)N1CC(C)Sc2ccccc21 (stereo not given)	-2

The list itself, previewed entries included:
SMILES	TbREL1 inh
COc1ccc(Cn2ccc3ccc(-c4ccc5ccn(C(=O)c6ccccc6)c5c4)cc32)cc1	-2
O=C(CS(=O)(=O)Cc1ccccc1)Nc1nnc(C(F)(F)F)s1	2
COc1cc2ccccc2cc1C(=O)N1CCCC1	2
COc1ccccc1CNC(=O)CCC(=O)N1CC(C)Sc2ccccc21 (stereo not given)	-2
O=C(O)C1CC(=O)N(Cc2ccccc2)C1 (stereo not given)	2
O=C(Nc1nncs1)C1COc2ccccc2O1 (stereo not given)	0
COC(=O)c1ccc(NC(=O)CSc2nncn2-c2ccccn2)cc1	4
CCCC(=O)n1nc(-c2ccccc2)nc1N	1
CSCCC(NC(=O)c1ccc([N+](=O)[O-])cc1Cl)C(=O)OCC(=O)N(C)C (stereo not given)	0
COC(=O)c1c(-c2ccc(S(C)(=O)=O)cc2)sc2cc(OC)ccc12	-2
CC(C)(C)C(=O)C(Cl)C(=O)Nc1ccccc1 (stereo not given)	1
N=c1c2c(-c3ccccc3)c(-c3ccccc3)n(Cc3ccco3)c2ncn1Cc1ccco1	6
COc1ccccc1NC(=O)C(=O)N1N=C(C(C)C)CC1(O)C(F)(F)F (stereo not given)	2
CN(CC(=O)Nc1cccc(F)c1)C(=O)CC1CCCCC1	0
O=C1c2oc3ccccc3c(=O)c2C(c2cccc(Br)c2)N1Cc1ccco1 (stereo not given)	0
CCc1cccc(NC(=O)CCCSc2nc3ccccc3[nH]2)c1	0
CN(C)c1cc[n+](CC(=O)Nc2ccc([N+](=O)[O-])cc2Cl)cc1	10
C=CCC1(O)C(=O)N2C(=C1C(=O)N1CCOCC1)c1ccccc1CC2(C)C (stereo not given)	-2
COc1ccc(NC(=O)CSc2ccc(-c3sc(C)nc3C)nn2)cc1	-3
Cc1ccc2c(Cl)cc(Cl)c(OCC(=O)N3CCOCC3)c2n1	4
Cc1ccc(SCCc2ccc(C)nc2)cc1	-1
O=C(Nn1c(-c2ccncc2)nc2ccccc2c1=O)c1ccc([N+](=O)[O-])cc1Cl	0
O=C(O)c1ccc2c(c1)nnn2C1CCCCC1	1
Cc1nc2c(C)cccc2cc1C(=O)N/N=C/c1ccc(C(=O)O)cc1	-2
O=S(=O)(NCc1ccc2c(c1)OCO2)c1c(F)cc(F)cc1Br	1
CCOC(=O)N/N=C/c1cn(Cc2ccc(Cl)cc2)c2ccccc12	2
COc1ccc2cc(-c3csc(-c4cccnc4)n3)ccc2c1	1
C[C@@H](O[Si](c1ccccc1)(c1ccccc1)C(C)(C)C)[C@@H]1NC(=O)[C@@H]2C[C@]3(Br)c4ccccc4N(S(=O)(=O)c4ccccc4)[C@@H]3N2C1=O	0
COc1ccc(-c2nnco2)cc1OC	3
Cc1cccc(OCC(=O)Nc2nonc2NC(=O)COc2cccc(C)c2)c1	3
Cc1cccc(NC(=O)CCNC(=O)c2ccc(Br)cc2)c1	-2
N#CCC(=O)N/N=C/c1ccc(Cl)cc1	1
Cn1c(=O)cc(N)n(-c2ccccc2)c1=O	3
CCCCCCC(=O)Nc1nc(C)c(-c2csc(Nc3cccc(OC)c3)n2)s1	-2
COc1ccccc1CNC(=O)c1cnc2ccccn2c1=O	1
CCN(CC)S(=O)(=O)c1ccc(=O)n(CC(=O)N2Cc3ccccc3CC2C(N)=O)c1 (stereo not given)	0

Next part, overlapping the part above by 2 compounds.
SMILES	TbREL1 inh
COc1ccccc1CNC(=O)c1cnc2ccccn2c1=O	1
CCN(CC)S(=O)(=O)c1ccc(=O)n(CC(=O)N2Cc3ccccc3CC2C(N)=O)c1 (stereo not given)	0
Cc1ccccc1-n1c(SCc2ccccn2)nc2n[nH]c(C)c2c1=N	0
Cc1cc(=O)oc2cc(OCC(=O)OCC(=O)Nc3ccccc3C(C)C)ccc12	-1
NC(=O)c1nsc(C(=O)N(c2ccccc2)C(C(=O)NC2CCCC2)c2ccc3ncccc3c2)c1N (stereo not given)	-5
CCCCCC(=O)N1C[C@@H](n2cc(COC(=O)c3ccccc3)nn2)[C@H](O)C[C@@H]1c1ccc(Cl)cc1	3
COC(=O)c1ccccc1OCC(=O)NC1CCCCC1	-1
CCS(=O)(=O)c1nc(S(=O)(=O)c2ccc(Cl)cc2)c(N2CCC3(CC2)OCCO3)s1	-4
CC(C)(C)C(=O)Nc1ccc(C(=O)COC(=O)C2CC2)cc1	0
CN(C)S(=O)(=O)c1cccc(NC(=O)CSc2nncn2-c2ccccc2)c1	1
COC(=O)c1cn(CC(=O)NC2CCCCC2)c2ccccc12	0
Cc1cc(NCCc2c[nH]c3ccccc23)ccc1Nc1cccnc1	2
CCN(CC)S(=O)(=O)c1cccc(NC(=O)COC(=O)/C=C/c2cccs2)c1	-1
Cc1ccccc1NC(=O)CN1C(=O)N/C(=C\c2ccc(N3CCOCC3)c(F)c2)C1=O	0
CCN(CC)S(=O)(=O)c1ccc(NS(=O)(=O)c2ccc3oc(=O)[nH]c3c2)cc1	0
CCOc1ccc(/C(CCC(=O)O)=N/NC(=S)NC(C)C)cc1	-5
COc1ccc(Cc2c(N)nc(C)nc2N)cc1	4
Fc1cc(F)c(NC(=S)N2CCOCC2)c(F)c1	-4
Cc1ccc2c(c1)CCCN2C(=O)Nc1ccc2c(c1)OCO2	-1
COCCCn1c(SCc2cccc(OC)c2)nc2cc(OC)c(OC)cc2c1=N	1
CCCCc1ccc(NC(=S)N2CCN(C(=O)c3ccco3)CC2)cc1	-7
COc1ccc(C(=O)c2coc(-c3ccccc3C(=O)O)c2C(=O)O)cc1	1
COC(=O)c1cc(S(=O)(=O)NCc2ccc(F)cc2)cn1C	1
CCCCNC(=O)O[C@H]1CC[C@@]23CCCN2C(=O)CCC[C@H]3[C@H]1CCC	3
O=C(O)Cc1sc(-c2cccnc2)nc1-c1ccc(Br)cc1	-2
CCOc1ccccc1-n1nnnc1SCc1nc2ccccc2s1	4

The closing 2 records of the section before are carried over, then new ones follow.
SMILES	TbREL1 inh
O=C(O)Cc1sc(-c2cccnc2)nc1-c1ccc(Br)cc1	-2
CCOc1ccccc1-n1nnnc1SCc1nc2ccccc2s1	4
CC(C)(C)c1ccccc1OCC(=O)NCCCn1ccnc1	-3
O=S1(=O)CC2SC(=S)N(c3ccccc3)C2C1 (stereo not given)	0
O=C(CSc1nnc2ccc3ccccc3n12)N1CCOCC1	-1
Cc1ccc(S(=O)(=O)N2CCOCC2)cc1NC(=O)CNCc1ccc(Cl)cc1Cl	5
CC(=O)N1CCN(C(=O)c2cc(-c3cccc4ccccc34)nc3ccccc23)CC1	0
CCn1nnnc1-c1ccc(OC)c(S(=O)(=O)Nc2ccc(C)c(C)c2)c1	4
CCn1c(SCC(=O)NC2CCCc3ccccc32)nnc1-c1cccs1 (stereo not given)	1
Cc1nnc(SCc2cc(=O)[nH]c(=S)[nH]2)s1	-3
CN(C(=O)c1ccc(NC(=O)C2CC=CCC2C(=O)O)cc1)c1ccccc1 (stereo not given)	-2
Cc1cccc(NC(=O)CCNS(=O)(=O)c2cccc3nonc23)c1C	-3
COc1ccc(CCNC(=O)CCNS(=O)(=O)c2cccc3nsnc23)cc1OC	-1
CCOc1ccccc1Nc1nnc(SCc2nnc(-c3cc(OC)c(OC)c(OC)c3)o2)s1	-1
N#Cc1c(NC(=O)c2ccc(N3CCOCC3)c([N+](=O)[O-])c2)sc2c1CCCC2	4
O=C(COC(=O)CCNS(=O)(=O)c1ccccc1)NC(=O)Cc1ccccc1	0
OC(CN1CCCCC1)CN(c1ccccc1)c1ccccc1 (stereo not given)	0
CC(C)CN1CCC(=O)N(CCN=[N+]=[N-])CC1	1
CCCN1CCCCC(NC(=O)c2ccc(F)c(F)c2)C1=O (stereo not given)	2
O=C(NCCN1CCOCC1)c1ccc(Cl)c(S(=O)(=O)NCc2ccccc2)c1	0
CCOC(=O)NN1C(=O)c2ccccc2NC1c1cccnc1 (stereo not given)	-1
NC(=O)C12CCCC(Br)(CCC1)C2	4
CNS(=O)(=O)/C=C/c1ccccc1CCNC(=O)OC(C)(C)C	6
Cc1[nH]n(-c2ccc([N+](=O)[O-])cc2)c(=O)c1C=NCCc1c[nH]c2ccccc12	4
CCC(C)NC(=O)Cn1cnc2sc(C)cc2c1=O (stereo not given)	-1
O=C(CC1C(=O)NCCN1CC1CCCCC1)NC1(c2ccccc2)CC1 (stereo not given)	-2

Three structures already listed, sorted by length of the SMILES, rising:
SMILES	TbREL1 inh
CCC(C)NC(=O)Cn1cnc2sc(C)cc2c1=O (stereo not given)	-1
CC(C)CN1CCC(=O)N(CCN=[N+]=[N-])CC1	1
CCCN1CCCCC(NC(=O)c2ccc(F)c(F)c2)C1=O (stereo not given)	2

More entries:
SMILES	TbREL1 inh
CCc1nc(N[C@@H](CC(C)C)C(=O)O)c2oc3ccccc3c2n1	1
O=C(CCc1nc2sc3c(c2c(=O)[nH]1)CCCC3)NCCc1ccc(Cl)cc1	5
CCOc1ccc(C2C(C(=O)Nc3ccc(F)cc3)=C(C)Nc3nc(CCCO)nn32)cc1 (stereo not given)	3
Cc1c(NS(=O)(=O)c2cccc3nsnc23)c(=O)n(-c2ccccc2)n1C	0
Cc1ccc2c(c1)CCCN2C(=O)c1ccco1	6
O=C(O)CSc1cc(C(=O)c2ccccc2O)cn2c(=O)c3c(-c4ccccc4)csc3nc12	0
Cc1ccc(C(=O)NC2c3ccccc3-c3ccccc32)cc1	4
C#CCOCCOCCOCCNc1nc(N2CCN(C(=O)[C@H](CO)n3cc([C@@H](N)C(C)C)nn3)CC2)nc(N2CCN(C(=O)[C@H](CO)n3cc([C@@H](N)C(C)C)nn3)CC2)n1	2
O=C(NCC1CCCO1)c1ccccc1NS(=O)(=O)c1cc([N+](=O)[O-])ccc1Cl (stereo not given)	-1
O=C(Nc1ccc2c(c1)OCCO2)C(c1ccnc2ccccc12)N1CCC(Cc2ccccc2)CC1 (stereo not given)	-1
CCS(=O)(=O)N1Cc2ccccc2CC1C(=O)Nc1ccc(F)cc1 (stereo not given)	0
O=C(Nc1ccc(Cl)cc1)Nc1ccc2c(c1)N1CCN=C1S2	-1
CCc1cc2c(COC(=O)c3cccc(NS(C)(=O)=O)c3)cc(=O)oc2cc1O	-5
CC1CCN(Cc2c(C(=O)N/N=C/c3ccc(C(C)(C)C)cc3)nnn2-c2nonc2N)CC1	5
CCSc1ccc([C@@H]2[C@@H]3C(=O)N(C)C(=O)[C@@H]3[C@]3(C(=O)OC)CCCCN23)cc1OC	0
Cc1cccc(CC(C)NC(=O)c2cc(COc3ccc(C)c(C)c3)on2)n1 (stereo not given)	-1
Nn1c(SCC(=O)Nc2nccs2)nnc1-c1cc(-c2ccccc2)n[nH]1	-1
CCn1nc(C)c(C(=O)Nc2cc(Oc3ccc(Cl)cc3)cc([N+](=O)[O-])c2)c1C	3
O=c1[nH]cnc2sc3c(c12)CCC3	-1
COc1ccc(CCNC(=O)COC(=O)CCC(=O)c2ccc(F)cc2)cc1OC	-1
O=C(/C=C(\Nc1cc(Cl)c(Cl)c(Cl)c1)c1ccccc1)c1ccccc1	5
CC(OC(=O)c1ccc(NC(=O)CC#N)cc1)C(=O)Nc1ccc2c(c1)OCCO2 (stereo not given)	-1
Cc1ccc2nc(Cl)c(/C=N/NC(=O)CN3CCOCC3)cc2c1	1
Cc1csc(NC(=O)CCc2c(C)nc3cc(-c4cccc(F)c4)nn3c2C)n1	3
O=C(CN1C2=NCCN2c2ccccc21)N1CCOCC1	1
COc1cc(C(=S)N2CCCC2)cc(OC)c1O	-3
CCc1nnc(NC(=O)c2ccncc2)s1	8
COCC(C)n1c(SCc2ccc(OC)c(F)c2)nc2ccccc2c1=O (stereo not given)	0
Cc1onc(-c2c(Cl)cccc2Cl)c1C(O)c1ccc(F)cc1 (stereo not given)	-2
O=c1[nH]c(=O)n(-c2ccc(F)cc2)c2c1C(C(F)(F)F)(C(F)(F)F)N=C(c1ccc(F)cc1)N2	-1
CCCCN(C)C(=O)c1nc2ccccn2c1CNCCCn1ncc2ccccc21	-4
CC(=O)c1c(C)[nH]c(C(=O)OCC(=O)N2CCN(S(=O)(=O)c3ccc(C)cc3)CC2)c1C	2
O=C(CN1CCCCC1)Nc1cccc(Cl)c1	0
CC(=O)c1cccc(NC(=O)N2CCCC2C(=O)NCc2ccccc2)c1 (stereo not given)	0
CCN(c1ccc(NC(=O)COC(=O)c2ccc(C)c(S(=O)(=O)N3CCOCC3)c2)cc1)C(C)C	1
COc1ccc(NC(=O)c2ccco2)cc1NC(=O)c1ccc(Br)o1	7
Cc1noc(C)c1C(=O)Nc1cccc2ncccc12	0
CCC(C)(C)n1nnnc1C(c1cc2cc(OC)c(OC)cc2[nH]c1=O)N1CCc2ccccc21 (stereo not given)	-2
CCCCCc1ccc2cc(C#N)ccc2n1	3
Cc1ccc(S(=O)(=O)NC(=O)c2ccc(F)cc2)c(C)c1	0
CC(=O)NC(=S)NNC(=O)c1ccc(Br)cc1	-7
O=C(O)CC(NS(=O)(=O)c1c(F)cc(F)cc1Br)c1ccccc1Cl (stereo not given)	1
CC1(C)C2CC=C(/C=N/NC(=S)Nc3cccnc3)C1C2 (stereo not given)	-1
CC(C)C[C@@H](CSc1ccc(Br)cc1)N1CCN(C)CCC1=O	0
CC(C)(C)c1ccc(OCC(=O)NCCN2CCOCC2)cc1	-2
CN(C)c1cccc(-c2cnc(N3CCC(C(N)=O)CC3)s2)c1	-7
O=C(Nc1cc(S(=O)(=O)N2CCCCCC2)ccc1OCC(F)(F)F)c1cnccn1	-2

Screens from PubChem BioAssay.
